# Screens as filed in PubChem BioAssay.
# GLA spleen mod: qHTS Assay for Inhibitors and Activators of Human alpha-Galactosidase From Spleen Homogenate; Alpha-galactosidase A (Homo sapiens), P06280; 240,000 tested, 0.008% active; Potency, µM (titrated, usually from 80 µM), without a hit: at the highest dose activity change, negative = inhibition, most hits filed as inhibitors; human spleen homogenate, 4MU-alpha-Gal fluorescence, 40 min;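 further: potency means the concentration at half of the fitted maximal effect; 0% = enzyme with vehicle and -100% = no enzyme basal signal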
# Target sequence (P06280 32-429 limits assumed): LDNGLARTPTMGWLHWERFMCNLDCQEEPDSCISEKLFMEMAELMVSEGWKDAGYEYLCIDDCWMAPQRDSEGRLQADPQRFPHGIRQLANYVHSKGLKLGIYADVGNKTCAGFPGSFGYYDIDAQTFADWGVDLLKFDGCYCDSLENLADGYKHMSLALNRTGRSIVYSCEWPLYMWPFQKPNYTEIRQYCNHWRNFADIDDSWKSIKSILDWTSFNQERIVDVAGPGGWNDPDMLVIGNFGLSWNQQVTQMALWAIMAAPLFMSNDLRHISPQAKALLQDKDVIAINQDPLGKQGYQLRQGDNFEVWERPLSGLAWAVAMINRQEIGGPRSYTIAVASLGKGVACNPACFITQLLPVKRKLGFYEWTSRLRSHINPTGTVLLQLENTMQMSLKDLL
#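 qHTS titration in buffer at pH 5.0. Alpha-galactosidase activity in spleen homogenate was measured via 4-methylumbelliferone release from 1 mM fluorogenic substrate after 40 min at 37C and a pH 10 stop. AC50 came from Hill fits of control-normalized data.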
# LMNA splice mod: qHTS Assay for Modulators of Lamin A Splicing | HeLa LMNA splicing GFP/RFP minigene ratio, 48 h | Potency, µM (series often up to 46.1 µM), for the others: at the top dose ratio change, negative = inhibition, actives largely listed as inhibitors | 200,000 tested, 0.01% active; active means well fitted inhibition curve with a large enough effect in the signal ratio, with a control signal flat, not every such curve was filed as active; inconclusive means small, poorly fitted or top-dose-only effect, or effect the other way, or a change in a side signal; the % refers to the signal ratio; further: potency means the concentration at half of the fitted maximal effect; on the % scale 0 is the no-effect control and ±100 the full control effect
#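 S3 HeLa stable clones carrying a lamin A-EGFP splicing minigene plus DsRed2 were seeded at 600 cells/well in Opti-MEM with 2% FBS, pin-dosed and incubated 48 h at 37°C. Acumen cytometry (488 nm) gave the GFP/RFP total-intensity ratio.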
# CBFb RUNX1 block: qHTS Assay for Compounds Blocking the Interaction Between CBF-beta and RUNX1 for the Treatment of Acute Myeloid Leukemia; 230,000 tested, under 10 active; AID 1477, 2009; AlphaScreen CBFb-His/RUNX1-biotin binding, biochemical; Potency, µM (doses to about 59.8 µM), for inactives: at the highest dose activity, negative = inhibition, usual class: inhibitors; further: % of control where 0% means no effect
#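 Proteins preincubated together for 20 min at RT before compound addition; 15 min later, nickel and streptavidin beads were added and left 90 min prior to AlphaScreen measurement.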
# IMPase Li inh: qHTS Assay for Identifying the Cell-Membrane Permeable IMPase Inhibitors: Potentiation with Lithium. CHO-M1 cells, IP1 TR-FRET (IP-One), carbachol + lithium. Potency, µM (doses to about 59.4 µM), inactives show at the highest dose activity, negative = IMPase inhibition, most hits filed as inhibitors. 210,000 tested, 0.35% active;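 further: IP1 builds up when IMPase is blocked and the TR-FRET signal falls; potency means the concentration at half of the fitted maximal effect; plate controls were basal vehicle for no effect and high inhibitor control for full effect; nearly all actives have a fitted effect of over 50% in size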
#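 Test compounds were applied to CHO-M1 cells previously cultured for 16–30 h at 2000 per well. A small lithium amount accompanied them; after 30 min at 37C, IP1 was quantified by TR-FRET.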
# Epigenetic derep: Quantitative High-Throughput Screen for Regulators of Epigenetic Control; murine LDR cells, GFP reporter derepression, 30 h; Potency, µM (highest dose often 53.9 µM), without a hit: at the highest dose GFP activation, most hits filed as activators; 280,000 tested, 0.2% active; AID 1865, 2009; further: potency means the concentration at half of the fitted maximal effect; % of control where 0% means no effect; nearly all actives have a fitted effect of over 60% in size
#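 Murine LDR cells carrying a silenced, genomically integrated CMV-driven GFP reporter were exposed to compound for 30 hours at 37 C. After PBS washes, GFP-positive cells (20–120 um objects) were counted by laser-scanning microplate cytometry.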
# NPSR antagonist: qHTS Assay for Antagonists of the Neuropeptide S Receptor: cAMP Signal Transduction | Q6W5P4 | CHO-NPSR cells, cAMP TR-FRET, antagonist mode | Potency, µM (titrated, usually from 38.3 µM), for the others: at the top dose activity change, negative = inhibition, usual class: inhibitors | 220,000 tested, 1% active | AID 1461, 2008; further: potency means the concentration at half of the fitted maximal effect; on the % scale 0 is the no-effect control and ±100 the full control effect; nearly all actives have a fitted effect of over 50% in size; many of its hits are not listed in these tables
# Target sequence (Q6W5P4 whole entry, looked up): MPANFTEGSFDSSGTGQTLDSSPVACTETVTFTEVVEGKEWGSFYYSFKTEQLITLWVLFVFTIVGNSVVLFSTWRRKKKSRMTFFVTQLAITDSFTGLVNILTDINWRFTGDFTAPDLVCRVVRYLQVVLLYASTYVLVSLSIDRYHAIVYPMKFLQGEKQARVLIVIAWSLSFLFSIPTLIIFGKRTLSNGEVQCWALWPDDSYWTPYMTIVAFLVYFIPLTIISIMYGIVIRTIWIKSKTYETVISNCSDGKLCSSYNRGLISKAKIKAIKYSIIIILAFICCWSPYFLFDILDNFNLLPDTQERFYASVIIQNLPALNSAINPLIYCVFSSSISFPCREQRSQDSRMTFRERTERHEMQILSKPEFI
# Luc counter: Counterscreen for Luciferase (Kinase-Glo TM) Inhibition. Luciferin 4-monooxygenase (Photuris pensylvanica), Q27757. Kinase-Glo luciferase, ATP luminescence, 8 min. Potency, µM (doses to about 38.3 µM), for inactives: top-dose activity change, negative = inhibition, usual class: inhibitors. 200,000 tested, 0.28% active; further: potency means the concentration at half of the fitted maximal effect; on the % scale 0 is the no-effect control and ±100 the full control effect; nearly all actives have a fitted effect of over 60% in size
#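 Recombinant Kinase-Glo luciferase, 10 uM ATP (linear range), luciferin; imidazole pH 7.2 / KCl / MgCl2 / Tween / BSA buffer; 8 min RT; luminescence.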
# Numbers without * were called inactive; ? = inconclusive; nt = no result given; [ ] = dose if it differs, or a comment. Unless noted, the call rests on the fitted dose curve; in most records, active means well fitted curve in the direction sought with a large enough effect; inconclusive means small, poorly fitted or top-dose-only effect, or another doubt; inactive means no such curve, though single readings can be large; an effect the other way counts as inactive or inconclusive. This is a subset (hit frequency here may not be typical).
SMILES,GLA spleen mod,LMNA splice mod,CBFb RUNX1 block,IMPase Li inh,Epigenetic derep,NPSR antagonist,Luc counter
CCNC(=S)N=Nc1c(O)n(Cc2ccc(Cl)cc2)c2ccccc12,1.3%,?,?,2.8%,2.4%,-11.3%,11.4%
Cc1nn(-c2ccccc2)c(N)c1N=Nc1cccnc1,-7.2%,-0.8%[46 µM],-6.7%,22.2%,1.1%,-26.4%,-1.0%
COc1ccc(N2C(=O)CC(N3CCN(S(=O)(=O)c4cc(C)ccc4C)CC3)C2=O)cc1 (configuration not stated),4.4%,-8.0%[46 µM],-6.1%,2.1%,1.1%,-12.6%,2.8%
O=C1OC(c2ccccc2)c2ccccc21 (configuration not stated),3.3%,-5.5%,2.8%,-9.5%,-0.9%,15.9%,-2.9%
Oc1ccccc1C1=Nc2ncnn2C(c2ccccc2)C1 (configuration not stated),-1.1%,?,-1.6%,5.0%[38.3 µM],0.0%,-17.3%[46.1 µM],1.1%
Cc1ccc(-n2c(=S)[nH]c3c(oc4ccccc43)c2=O)cc1,0.1%,-9.3%,1.7%,nt,7.8%,?,nt
Cc1noc(C)c1CSc1nnc2scc(-c3ccccc3)n12,-5.9%,11.2%,4.1%,-10.9%[38.3 µM],-1.9%,2.7%[46.1 µM],-2.6%
O=C(COC(=O)CNS(=O)(=O)c1ccc2ccccc2c1)Nc1ccccc1Sc1ccccc1,-2.5%,6.2%,0.6%,1.4%,1.0%,17.3%,3.5%
COC(=O)C1=C(C)N(c2ccccc2)C(=S)NC1c1ccccc1C(F)(F)F (configuration not stated),-7.6%,-15.8%[46 µM],-17.5%,24.3%,0.1%,-34.0%,3.4%
c1cn(-c2ncnc3sc4c(c23)CCCC4)cn1,-10.3%,0.4%,-4.5%,-17.9%[38.3 µM],0.0%,2.7%[46.1 µM],-5.4%
CCCCC/C=C\C\C=C/C=C/C=C/[C@@H](SC[C@H](N)C(=O)NCC(=O)O)[C@@H](O)CCCC(=O)O,7.9%,nt,7.1%,-11.5%,0.0%,nt,nt
CCOc1ccc(NC(=O)c2ccc(NC(=O)COC(=O)Cc3ccc(OC)cc3)cc2)cc1,-0.4%,23.3%[46 µM],-0.8%,-1.4%,0.3%,10.1%,-0.3%
OC(CN1CCOCC1)CN1CCOCC1,0.2%,2.7%,4.3%,4.0%[38.3 µM],-1.0%,-7.1%[46.1 µM],-1.1%
C=C1C2(C(=O)Nc3ccc(SC(F)F)cc3)CCC(C2)C1(C)C (configuration not stated),-0.7%,-16.7%,19.0%,19.4%,1.1%,-11.2%[46.1 µM],-0.2%
Cc1cccc(NC(=O)c2ccc(S(=O)(=O)N(C)C)cc2)n1,6.3%,0.6%,14.7%,2.0%[38.3 µM],-0.9%,-0.8%[46.1 µM],-1.7%
Cc1ccc(S(=O)(=O)Cn2nnnc2C(C(C)C)N2CCc3ccccc3C2)cc1 (configuration not stated),8.6%,9.5%,2.2%,3.2%[38.3 µM],0.0%,8.4%[7.67 µM],-0.5%
CCOC(=O)c1c(C)oc2ccc(OC(=O)COc3c(F)c(F)c(F)c(F)c3F)cc12,-5.3%,?,-4.1%,1.4%,1.0%,3.7%,2.6%
CCOC(=O)C1=C(CN2c3ccccc3CC2C)NC(=O)NC1c1ccccc1 (configuration not stated),-22.3%,-8.9%,-12.8%,0.3%[38.3 µM],-0.9%,-4.8%[46.1 µM],1.4%
COc1ccc(C(=O)NN(C)c2nc(-c3ccccc3)cc(C)c2S(C)(=O)=O)cc1,1.3%,?,-2.6%,29.6%[38.3 µM],-2.0%,-12.2%[46.1 µM],-3.3%
C=CCSc1ncccc1C(=O)O,-0.4%,12.1%,4.6%,3.0%[38.3 µM],0.8%,5.1%[46.1 µM],1.2%

# Quoted from the listing:
# COC(=O)C1=C(C)N(c2ccccc2)C(=S)NC1c1ccccc1C(F)(F)F (configuration not stated) in CBFb RUNX1 block reads -17.5%
# O=C1OC(c2ccccc2)c2ccccc21 (configuration not stated) in Luc counter reads -2.9%

# Other records follow:
SMILES,GLA spleen mod,LMNA splice mod,CBFb RUNX1 block,IMPase Li inh,Epigenetic derep,NPSR antagonist,Luc counter
Cc1ccc(OCC(=O)NNC(=O)CSc2ncnc3sc(C)c(C)c23)cc1,-0.4%,-18.9%[46 µM],4.5%,-29.7%,-6.2%,48.4%,1.7%
Oc1ccc(/C=N/NC(=S)NC2CC3CCC2C3)cc1 (configuration not stated),1.7%,10.6%[46 µM],-14.3%,nt,2.1%,?,nt
C=CCNc1nc2ccccc2c(=O)[nH]1,1.2%,nt,-2.5%,-9.2%,1.0%,14.7%,2.0%
O=C(NCc1ccncc1)C(=O)NCC(c1ccco1)N1CCN(c2ccccc2F)CC1 (configuration not stated),0.4%,-13.4%,6.4%,3.6%,4.7%,5.4%,-3.8%
CCOC(=O)c1cnc(-c2ccccc2)nc1N1CCOCC1,1.2%,11.7%[46 µM],16.7%,-7.0%,5.8%,-1.5%,8.6%
O=C(Nc1ccc(C(=O)N2CCCC2)cc1)Nc1ccc(Cl)cc1Cl,-9.6%,-7.4%,0.4%,nt,-0.9%,-6.3%[46.1 µM],nt
CCN1C(=O)C2(/C(=C(\O)c3ccc4c(c3)OCCO4)C(=O)C(=O)N2CCCOC)c2ccccc21 (configuration not stated),7.8%,5.7%,3.1%,nt,0.0%,-2.4%[46.1 µM],nt
CC1CCc2sc3nc(NCc4ccco4)n4ncnc4c3c2C1 (configuration not stated),-1.6%,-1.5%,-5.0%,-3.4%[38.3 µM],1.6%,-16.5%[46.1 µM],0.8%
O=C(OCC1OC2C(Oc3nc(=O)ccn32)C1O)c1ccccc1 (configuration not stated),6.9%,-3.7%,9.7%,9.6%[38.3 µM],-1.0%,-15.5%[46.1 µM],-4.9%
COc1ccccc1/C=N/NC(=O)C(C)Cn1cnc2ccccc21 (configuration not stated),1.5%,-8.0%,-5.7%,-1.9%,0.0%,12.9%,0.1%
CCOC(=O)c1n[nH]n(-c2cc(Cl)cc(Cl)c2)c1=O,2.2%,nt,-3.7%,nt,0.5%,-16.1%,nt
CN(C(=O)CC1C(=O)NCCN1C/C=C/c1ccccc1)C1CCOCC1 (configuration not stated),-6.7%,16.7%[46 µM],-0.2%,4.2%,1.1%,-10.6%,-4.7%
Cc1cc(C)cc(N(CC(=O)N2CCC(C)CC2)S(=O)(=O)c2ccccc2)c1,-7.1%,5.6%,2.7%,-6.4%[38.3 µM],-2.2%,-28.8%[46.1 µM],9.4%
N#Cc1cc(N2CCCCC2)c([N+](=O)[O-])cc1C#N,3.4%,0.0%,2.5%,2.6%,0.0%,14.3%,1.3%
COc1ccccc1-c1ccc(SCC(=O)NCc2ccc3c(c2)OCO3)nn1,-1.5%,nt,-3.3%,-5.2%,-1.1%,-7.3%,-2.0%
O=C(COC(=O)c1cc(S(=O)(=O)N2CCOCC2)ccc1O)Nc1cc(S(=O)(=O)N2CCCC2)ccc1Cl,-3.4%,nt,11.5%,nt,-1.0%,16.4%,nt
O=C(CC(c1ccccc1)c1ccccc1)OCn1nnc2ccccc2c1=O,3.9%,0.0%,19.8%,29.2%[38.3 µM],2.0%,?,-3.2%
COc1ccccc1/C=C/C=N/NC(=O)CN1CCN(Cc2ccccc2)CC1,-2.1%,nt,-2.7%,nt,-1.3%,15.3%,nt
Cc1cccc(NC(=O)CSc2ccc(-c3cccs3)nn2)c1C,3.0%,4.5%,1.2%,-13.3%,6.9%,-7.3%,2.1%
COc1cc(C2=NOC(C(=O)NC3CCCCC3)C2)cc(OC)c1OC (configuration not stated),9.1%,14.5%,-0.3%,-7.9%[38.3 µM],-1.2%,-2.8%[46.1 µM],-1.8%

# Quoted at random: 4 records from the list.
SMILES,GLA spleen mod,LMNA splice mod,CBFb RUNX1 block,IMPase Li inh,Epigenetic derep,NPSR antagonist,Luc counter
Cc1cccc(NC(=O)CSc2ccc(-c3cccs3)nn2)c1C,3.0%,4.5%,1.2%,-13.3%,6.9%,-7.3%,2.1%
O=C1OC(c2ccccc2)c2ccccc21 (configuration not stated),3.3%,-5.5%,2.8%,-9.5%,-0.9%,15.9%,-2.9%
Cc1ccc(OCC(=O)NNC(=O)CSc2ncnc3sc(C)c(C)c23)cc1,-0.4%,-18.9%[46 µM],4.5%,-29.7%,-6.2%,48.4%,1.7%
COc1ccccc1/C=C/C=N/NC(=O)CN1CCN(Cc2ccccc2)CC1,-2.1%,nt,-2.7%,nt,-1.3%,15.3%,nt

# Other compounds follow.
SMILES,GLA spleen mod,LMNA splice mod,CBFb RUNX1 block,IMPase Li inh,Epigenetic derep,NPSR antagonist,Luc counter
Cc1ccc(S(=O)(=O)Nc2cccc3ncccc23)s1,-1.2%,?,-1.2%,27.9%[38.3 µM],-2.1%,2µM*,2.9%
Cc1ccnc(NC(=O)CCC(=O)N(CC(=O)NC2CCCCC2)Cc2cccs2)c1,1.6%,nt,7.8%,17.4%,-1.1%,-9.4%,0.8%
COc1ccc(C(=O)N2CCN(C(=O)c3ccco3)CC2)cc1OC,1.6%,11.4%,-6.2%,11.0%[38.3 µM],0.0%,-5.8%[46.1 µM],-1.1%
CCCCn1nc2cc(C(=O)N[C@H](C)C3CCCCC3)ccc2c1OCC,9.6%,?,21.3%,19.4%[38.3 µM],-0.6%,-13.4%[46.1 µM],6.8%
CCOC(=O)c1c(/N=C/C2=C(O)CCCC2=O)sc2c1CCCC2,-1.1%,nt,-1.6%,nt,5.2%,-4.7%,nt
CCCC(=O)C1=C(c2ccccc2)C(C#N)(C#N)C(C#N)=C1N,-13.1%,9.7%,-15.5%,10.9%[38.3 µM],1.0%,-12.5%[46.1 µM],-2.5%
COc1ccc(OC)c(N=C(C)C2=C(O)COC2=O)c1,3.8%,-4.9%,-9.8%,-2.5%[38.3 µM],-1.0%,-7.0%[46.1 µM],-0.1%
CC(C)(C)C(=O)Nc1cccc2[nH]ncc12,6.2%,?,2.1%,-1.9%,-0.5%,3.8%,-2.7%
CCCCSc1nnc2[nH]c(=O)cc(N)n12,-1.7%,5.0%,1.6%,21.8%[38.3 µM],3.8%,-13.5%[46.1 µM],18.2%
CCOC(=O)c1cc(CC)sc1/N=C/c1c(O)ccc2ccccc12,-2.1%,?,-27.6%,-10.2%,-0.9%,-1.5%,-3.0%
CCn1c(NC2CCCCC2)nc2ccccc21,5.9%,-3.2%,2.8%,31.8%[38.3 µM],0.0%,11.3%[46.1 µM],5.4%
